Siah-1 displacement – Siah-1 peptide-binding antagonists, primary screen, biochemical, fluorescence polarization, rhodamine-plectin, uHTS (AID 1817); 0.02% of 290,000 active; displacement, % at 20 µM; hits with a dose series show IC50 in µM; Siah-1 / rhodamine-plectin peptide fluorescence polarization; higher % means a stronger effect;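 active means displacement of at least 50% at 20 µM, with a fluorescence ratio check between 0.3 and a set limit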;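 further: plate controls were Siah plus tracer with DMSO for no effect and tracer alone without Siah for full effect; strong numbers were not always called active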
LYP phosphatase – PTPN22 lymphoid phosphatase activity blockers – biochemical, fluorescence intensity, uHTS (AID 1779); recombinant LYP phosphatase, fluorescence intensity; higher % means a stronger effect; one-dose inhibition, % at 11.5 µM; IC50 in µM for titrated hits; 0.054% of 290,000 active; in the data active means inhibition above about 50%;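 further: plate controls were vehicle with enzyme for no effect and no enzyme for full effect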
HIV peptide binding – cell-free HIV fusion peptide-binding blockers – biochemical, uHTS, fluorescence dequenching, primary screen (AID 1986). cell-free peptide binding, fluorescence dequenching, 30 min; higher % means a stronger effect. inhibition, % at 20 µM; hits with a dose series show IC50 in µM. 0.3% of 290,000 active; in the data active means inhibition mostly above about 52%, no sharp cut-off; inactive means mostly below about 76%; further: some results filed as inactive read as strong as hits
Rac1 GTP hydrolysis – MgcRacGAP GTPase-activating activity inhibitors, confirmation, biochemical, ADP Hunter fluorescence; 0.6% of 340,000 active; one-dose inhibition, % at 30 µM; IC50 in µM for titrated hits; AID 624330; MgcRacGAP-stimulated Rac1 GTP hydrolysis, ADP Hunter fluorescence; higher % means a stronger effect; GST-tagged Rac1 F28L mutant substrate;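 active means first-screen hits whose inhibition reached a set limit at any dose in the follow-up dose series; inconclusive means inhibition above the set first-screen limit but never retested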;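 further: fluorescence reports GDP produced by GAP-driven GTP hydrolysis; strong numbers were not always called active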
PhoP inhibition – inhibitors of PhoP regulon expression, primary screen, Salmonella Typhimurium, GFP reporter (AID 1863); S. Typhimurium PhoP-regulated promoter GFP reporter, 4 h; higher % means a stronger effect; 0.16% of 300,000 active; one-dose inhibition, % at 50 µM; IC50 in µM for titrated hits;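 active means inhibition over 29.93%, a cutoff 3 SD above the screen mean, later confirmed by dose response; inconclusive means inhibition over 29.93% but no dose response follow-up; inactive means inhibition at most 29.93% or unconfirmed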;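 further: 0% = low Mg2+ inducing control and 100% = high Mg2+ repressing control; strong numbers were not always called active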
Myeloid diff MLP – myeloid differentiation induction; ER-HoxA9 myeloid progenitors, lysozyme-GFP differentiation, flow cytometry; calls only at 10 µM; 1% of 360,000 active; AID 624256;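 active means normalized GFP-positive differentiation at or above the plate's own cutoff, the solvent-only control mean plus 3 SD; inconclusive means no clear call, values can overlap the other calls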;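 further: cells exposed to compound for four days before flow analysis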
GPR55 antagonists – GPR55 antagonists blocking LPI-driven arrestin recruitment, primary screen, imaging, U2OS, beta-arrestin-GFP, LPI agonist (AID 2013). U2OS GPR55 beta-arrestin-GFP translocation imaging, LPI antagonism; higher % means a stronger effect. inhibition, % at 10 µM, or IC50 in µM where a hit was titrated. 0.13% of 290,000 active;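 active means spots per cell inhibited over 60%, with over 100 cells counted and total cytoplasm intensity under 500,000; inconclusive means wells with under 100 cells, flagged as likely toxic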;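 further: U2OS cells stably carrying GPR55 and arrestin-GFP stimulated by 5 µM LPI near EC80; imaged beta-arrestin-GFP aggregate spots per cell after agonist stimulation; plate controls were LPI-stimulated DMSO wells for no effect and DMSO wells without LPI for full effect; some results filed as inactive read as strong as hits; confirmed hits need IC50 under 10 µM and bright autofluorescent wells are also inconclusive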
NTR1 agonist – NTR1-driven beta-arrestin-GFP spot formation – imaging, U2OS cells, high content, primary screen (AID 493036) | P30989 | agonist mode | activation, % at 20 µM | 0.17% of 330,000 active;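 active means activation at or above 40% of the spot to cytoplasm intensity ratio, with at least 20 cells analyzed; inconclusive means wells under 20 cells, flagged as cytotoxic or low count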;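 further: 0% = DMSO without peptide and 100% = 100 nM NTR1 peptide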
Target sequence (P30989 whole entry, looked up): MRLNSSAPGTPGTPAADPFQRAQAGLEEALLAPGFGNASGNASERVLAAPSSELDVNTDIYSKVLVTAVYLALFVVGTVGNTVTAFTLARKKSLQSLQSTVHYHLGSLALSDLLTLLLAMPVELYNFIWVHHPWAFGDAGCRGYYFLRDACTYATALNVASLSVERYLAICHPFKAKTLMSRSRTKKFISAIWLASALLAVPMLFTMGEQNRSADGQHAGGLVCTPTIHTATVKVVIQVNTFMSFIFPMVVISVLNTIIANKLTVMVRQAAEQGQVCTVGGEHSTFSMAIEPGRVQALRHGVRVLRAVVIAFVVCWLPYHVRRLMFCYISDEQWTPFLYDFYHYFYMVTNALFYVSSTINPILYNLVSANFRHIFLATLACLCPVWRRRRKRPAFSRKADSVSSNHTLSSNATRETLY
GPR35 arrestin U2OS – inhibition of zaprinast-stimulated GPR35 beta-arrestin translocation – imaging, U2OS, beta-arrestin-GFP, zaprinast agonist, primary screen (AID 2058). U2OS GPR35 beta-arrestin-GFP translocation imaging, zaprinast antagonism; higher % means a stronger effect. one-dose inhibition, % at 10 µM; IC50 in µM for titrated hits. 0.052% of 290,000 active;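 active means inhibition of at least 50% with at least 30 cells and total cytoplasm GFP at most 10,000,000; inconclusive means under 30 cells or total GFP of 10,000,000 plus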
NTR1 agonist cell count 20 µM – recorded beside NTR1 agonist, whose call it bears; cell count; measured here: cell count, cytotoxicity flag
Myeloid diff MLP GFP+ MAC1+ % – also measured in Myeloid diff MLP; calls as there; GFP+ MAC1+ double positive, %; measured here: differentiation confirmed by MAC1 staining
The depositor's hits bear a star; i = inactive; ? = inconclusive; / = not tested or not shown; + = active, no number. This is a random part of the collection; 2.4% or so of the library scored in one or more.

SMILES | Siah-1 displacement | LYP phosphatase | HIV peptide binding | Rac1 GTP hydrolysis | PhoP inhibition | Myeloid diff MLP | Myeloid diff MLP GFP+ MAC1+ % | GPR55 antagonists | NTR1 agonist | NTR1 agonist cell count 20 µM | GPR35 arrestin U2OS
O=C(NCc1ccccc1F)C1CCCN1C(=O)NC1CCCCC1 (centres undefined) | 0% | 0% | 3.2% | 6% | -11% | i | 1.1 | 3% | -1.3 | 89 | -7%
Cc1cc(OCCN2CCCCC2)nc2ccccc12 | 0% | -10% | -0.4% | / | 4% | / | / | -2% | 1.4 | 63 | -4%
O=C1CC(c2ccc(Cl)cc2)CC(O)=C1C=NCCO (centres undefined) | 7% | 1% | -0.7% | 11% | / | i | 0.1 | 0% | 1.1 | 70 | 3%
O=C1N=NC(=O)N1c1ccccc1 | 2% | -6% | 10% | 6% | -10% | i | 2.0 | 9% | 1.7 | 51 | -11%
Oc1ccc(-c2nc3cnccn3c2Nc2ccc3c(c2)OCCO3)cc1 | -7% | -4% | 8.2% | ? | 0% | i | 3.1 | 45% | -0.6 | 84 | -5%
CCOC(=O)C1=C(C)Nc2nnnn2C1c1ccccc1Cl (centres undefined) | -4% | -9% | 0.3% | 10% | 4% | i | 1.1 | -7% | 0.1 | 49 | -4%
O=c1c2c(n3cnnc3n1C1CCCCC1)-c1ccccc1CC21CCCCC1 | 4% | -4% | -1.1% | 5% | -1% | i | 8.1 | 7% | 22 | 49 | -1%
COc1ccc(/C=C2\SC(=O)N(CCC(=O)NCCCn3ccnc3)C2=O)cc1 | 2% | -4% | -0.7% | 8% | -13% | i | 1.8 | 15% | -0.2 | 57 | 12%
O=C(/C=C/c1ccccc1[N+](=O)[O-])NCC1CCCO1 (centres undefined) | -2% | -4% | 0.3% | 0% | -9% | i | 0.3 | -14% | -0.2 | 91 | -9%
CCCCNC(=S)NNC(=O)c1csc(C)c1CC | -1% | 0% | -2.7% | 3% | -7% | i | 0.3 | 5% | -1.7 | 58 | 6%
COc1cc(C(=O)NCCOc2ccc(C)c(C)c2)cc(OC)c1OC | 2% | -6% | -0.2% | 6% | -3% | i | 0.5 | -18% | 1.3 | 52 | -14%
Cc1cc(C)cc(NC(=O)Nc2ccc(N3CCCCC3)cc2)c1 | 4% | 1% | -1.0% | / | -7% | i | 0.3 | 3% | 5.4 | 56 | -2%
O=C(NCC1CCCO1)c1ccc(COc2ccc(F)cc2)o1 (centres undefined) | -3% | -13% | -0.9% | 4% | 10% | i | 1.0 | 6% | 1.1 | 51 | 3%
NS(=O)(=O)c1ccc(CCNC(=O)CCNC(=O)c2ccco2)cc1 | 4% | -16% | -0.8% | 4% | -6% | i | 0.7 | 12% | -0.1 | 34 | -1%
CC(C)N(C(=O)NC(=O)Nc1ccccn1)S(C)(=O)=O | 4% | -3% | 1.6% | 5% | 0% | i | 0.1 | -5% | 0.0 | 82 | 0%
COC(=O)c1ccc(N2CCOCC2)c(NC(=O)Nc2cccc(OC)c2)c1 | -5% | 2% | 2.7% | 6% | 5% | i | 2.5 | 6% | 0.1 | 71 | -2%
Cc1cc(Cl)ccc1OCC(=O)N1CCCN(C(=O)COc2ccc(Cl)cc2C)CC1 | 1% | -7% | -0.6% | 15% | 8% | i | 0.8 | 4% | 7.7 | 63 | -1%
CCOC(=O)N1CCN(C(=O)c2cc3ccccc3o2)CC1 | 4% | -9% | 0.6% | 5% | -5% | i | 0.7 | 1% | -0.1 | 55 | -17%
C=CCn1c(SCC(=O)NCc2ccc3c(c2)OCO3)nnc1C1COc2ccccc2O1 (centres undefined) | 4% | -8% | -2.3% | -1% | 7% | i | 0.7 | 10% | 1.1 | 91 | -2%
Cc1ccc(Cn2ccc(NC(=O)c3cc4nc5c(c(C(F)(F)F)n4n3)CCc3ccccc3-5)n2)cc1 | -2% | -11% | 0.2% | / | 2% | / | / | -1% | / | / | 12%
COc1ccc(C(=O)CN2C(=O)COc3ccccc32)cc1 | 1% | -1% | -1.7% | 9% | / | i | 0.2 | 6% | 2.6 | 50 | 27%
Cc1ccc(NS(=O)(=O)Cc2ccccc2)nc1 | 12% | -16% | -0.2% | 11% | -4% | i | 0.3 | -2% | 0.1 | 32 | -4%
COc1ccc(-c2c3c(=O)n(C)c(=O)n(C)c3cn2Cc2ccccn2)cc1 | -1% | -6% | -2.1% | 15% | -3% | i | 1.3 | 14% | -0.5 | 58 | -2%
COc1cc(OC)c(N(C)S(=O)(=O)c2cccc(C(=O)Nc3nnc(C4CC4)s3)c2)cc1Cl | 8% | -9% | 3.1% | 7% | / | i | 0.1 | 2% | 5.3 | 56 | -20%
O=C(c1ccc(S(=O)(=O)N2CCCC2)cc1)N1CCN(c2ccccc2F)CC1 | 4% | -5% | -1.7% | 5% | 11% | i | 1.6 | 1% | 0.0 | 54 | -2%
Later entries.
SMILES | Siah-1 displacement | LYP phosphatase | HIV peptide binding | Rac1 GTP hydrolysis | PhoP inhibition | Myeloid diff MLP | Myeloid diff MLP GFP+ MAC1+ % | GPR55 antagonists | NTR1 agonist | NTR1 agonist cell count 20 µM | GPR35 arrestin U2OS
Nc1nc(SCC(=O)NCc2ccccc2)n[nH]1 | -3% | -4% | -0.7% | 9% | -4% | i | 0.3 | 19% | -1.0 | 34 | -7%
O=c1oc2cc(O)ccc2cc1-c1ccccc1 | 0% | -33% | -1.4% | 16% | -1% | i | 8.1 | 0% | 1.0 | 66 | -3%
COc1ccc(/C(CC2OC(=O)c3ccccc32)=N\NC(N)=O)cc1 (centres undefined) | 4% | -4% | -2.1% | 14% | -9% | i | 0.3 | 5% | -2.0 | 97 | -10%
O=C(COc1ccc([N+](=O)[O-])cc1)N(Cc1ccccc1)Cc1ccccc1 | 3% | -2% | -0.9% | 7% | -11% | i | 0.1 | -5% | 4.7 | 79 | -8%
CCc1cc2c(=O)c(-c3nc4ccccc4[nH]3)coc2c(CN2CCCCC2)c1O | -4% | -3% | -3.7% | 11% | -3% | i | 0.4 | -7% | 1.9 | 50 | -3%
C=CCN1C(=O)C(CC(=O)Nc2ccc(OCCC)cc2)N(CCCN2CCN(Cc3ccccc3)CC2)C1=S (centres undefined) | 20% | 0% | 0.3% | -6% | 5% | i | 1.2 | 22% | 28 | 65 | -5%
COc1ccc(CC(=O)N2CCc3cc(OC)c(OC)cc3C2)cc1 | 2% | -2% | 0.2% | 13% | 4% | i | 0.8 | -1% | 0.3 | 95 | -9%
COc1ccc(-c2cc(NCCc3ccncc3)n3ncnc3n2)cc1 | -2% | -3% | -4.1% | 4% | -2% | i | 0.0 | 13% | -5.2 | 79 | 0%
COc1c2ccoc2nc2c(OC)c(OCC(OC(C)=O)C(C)(C)O)ccc12 (centres undefined) | -7% | -13% | -0.2% | 7% | 1% | i | 3.7 | 10% | -2.1 | 80 | 18%
Cc1nn(C(C)C(=O)N2CCc3ccccc3C2)c(=O)c2cc3occc3n12 (centres undefined) | -5% | -5% | 1.1% | 8% | 0% | i | 0.6 | -20% | 1.0 | 42 | 27%
CCOc1ccc(S(=O)(=O)Nc2nc3ccccc3nc2Cl)cc1 | 6% | -10% | 4.0% | 8% | 4% | i | 0.9 | 5% | 0.5 | 80 | 4%
O=C(CSc1nc(=O)n2cc(Cl)ccc2n1)NCCc1ccccc1 | / | / | / | 2% | -4% | i | 1.3 | / | 2.6 | 61 | /
CNC(=S)N1N=C(c2ccc(Br)cc2)CC1c1ccc(N(C)C)cc1 (centres undefined) | 5% | 3% | 27% | -5% | -3% | i | 0.6 | 6% | 2.0 | 62 | -8%
COCCN(C(=O)/C=C/c1ccccc1)c1nnc(-c2cccnc2)s1 | 6% | -6% | -1.3% | -1% | 7% | i | 0.7 | 2% | 4.6 | 67 | -6%
COc1ccccc1C(c1nnnn1CCc1ccccc1)N1CCN(c2ccccc2)CC1 (centres undefined) | -2% | -11% | 1.7% | 5% | -10% | i | 0.7 | 6% | -1.1 | 76 | 8%
O=C(Cc1ccc(Br)cc1)N1CCN(c2ccccn2)CC1 | 5% | 3% | -0.8% | 2% | 5% | i | 0.5 | -6% | -1.5 | 55 | -5%
CCOc1ccc(C(=S)N2CCOCC2)cc1OCC | 1% | -2% | 2.1% | 6% | -4% | i | 0.5 | 18% | -1.6 | 87 | 2%
O=C(Nc1ccc2c(c1)OCO2)c1sc2cc(Cl)ccc2c1Cl | 4% | 4% | 3.6% | -2% | -3% | i | 0.7 | 15% | 0.4 | 44 | -11%
O=C(Cn1nc(-c2ccc(Cl)cc2)c2ccccc2c1=O)Nc1cccnc1 | 2% | 4% | -0.2% | -5% | -13% | i | 0.5 | 4% | -1.7 | 72 | -11%
CC(C)C(=O)Nc1ccc(-c2nc3ccccc3c(=O)o2)cc1 | 2% | 0% | 3.6% | 5% | 5% | i | 0.3 | 5% | 2.3 | 44 | 11%
COc1ccc(S(=O)(=O)c2nnn(-c3ccccc3Cl)c2N)cc1 | -3% | -12% | 2.5% | 7% | -13% | i | 0.2 | 19% | 0.2 | 87 | -12%
Cn1nc(C(F)(F)F)c(C#N)c1N1CCN(c2ccccn2)CC1 | 0% | 4% | -1.0% | / | -8% | i | 0.2 | 3% | -0.1 | 50 | 14%
CC(C)COC(=O)CCNc1n[nH]c(=O)[nH]c1=O | 2% | -8% | -1.9% | -1% | -4% | i | 1.0 | 3% | 3.8 | 53 | -12%
CCOC(=O)N1CCC(NC(=O)Cn2c3ccccc3c3cn[nH]c(=O)c32)CC1 | -7% | -3% | -1.7% | / | 2% | / | / | 7% | / | / | 7%
CCC(C)C(NC(C)=O)C(=O)NC(=O)NC(c1ccccc1)c1ccccc1 (centres undefined) | -4% | 1% | -2.2% | 4% | -5% | i | 7.6 | 15% | 1.1 | 48 | 8%
CCOC(=O)c1[nH]c2c(c1C)C(=O)CC(c1ccco1)C2 (centres undefined) | 9% | 2% | 13% | 14% | 1% | ? | / | -11% | -2.4 | 53 | -3%
O=C(CNS(=O)(=O)c1ccccc1)Nc1cccc([N+](=O)[O-])c1 | 6% | 0% | 1.3% | 8% | 1% | + | 3.2* | 8% | -0.4 | 40 | -6%

Screening data from PubChem BioAssay.
